NR1D1 modulator – modulators of Rev-erb alpha DNA binding, primary screen, biochemical, FITC-DNA, fluorescence polarization, uHTS. actives 0.79% (n = 370,000). activity, % at 10 µM. Rev-erbα–FITC-DNA binding, 90 min;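 active = activity above about 14%, limit read from the data; passing the limit was not always enough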;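 also: 0% = DMSO wells with 35 nM protein and 100% = DMSO wells with 750 nM protein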
Tn7 DDE FP – inhibitors of Tn7 peptide binding to fibrin DD(E), primary screen, biochemical, fluorescence polarization, human fibrin, Tn7 probe; Fibrinogen beta chain (Homo sapiens), P02675; FP displacement of FITC-Tn7 peptide from fibrin DD(E); 0% = median of compound wells per plate; inhibition, % at 8.3 µM; actives 0.13% (n = 370,000); AID 720508, 2013;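 active = inhibition above the mean of compounds falling within the control limits plus 3 SD of them, cut at about 14% in these data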;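 also: 0% = plate median of compound wells and 100% = 10 µM Aha-Tn7 peptide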
Target sequence (P02675 whole entry, looked up): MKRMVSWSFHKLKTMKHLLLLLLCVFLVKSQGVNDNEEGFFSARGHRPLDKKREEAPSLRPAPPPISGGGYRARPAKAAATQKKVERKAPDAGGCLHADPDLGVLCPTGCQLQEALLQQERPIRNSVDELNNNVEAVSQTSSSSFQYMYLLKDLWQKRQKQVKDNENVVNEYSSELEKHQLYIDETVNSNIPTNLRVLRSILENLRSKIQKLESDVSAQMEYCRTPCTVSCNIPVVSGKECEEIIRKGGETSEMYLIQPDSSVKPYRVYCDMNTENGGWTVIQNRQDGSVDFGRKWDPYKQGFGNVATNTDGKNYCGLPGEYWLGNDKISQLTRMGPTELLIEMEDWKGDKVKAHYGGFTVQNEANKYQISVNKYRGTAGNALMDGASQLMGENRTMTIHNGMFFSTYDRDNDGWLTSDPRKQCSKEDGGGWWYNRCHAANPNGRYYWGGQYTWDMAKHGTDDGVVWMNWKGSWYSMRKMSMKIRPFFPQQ
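system = human fibrin DD(E) protein | quantity = DD(E) 2 µM final | medium = Tris/NaCl/CaCl2 buffer, pH 7.8 | also added = labelled Tn7 tracer, 0.1 µM | compound dosing = single point at 8.3 µM | timing = compound with protein 10 min, then 3 h after probe, room temperature | signal = FP measurement | benchmarks = Aha-Tn7 high control | repeats = one replicate per compound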
ASAP1 GAP inh – inhibitors of human ASAP1 ArfGAP activity, primary screen, biochemical, fluorescence polarization. actives 0.19% (n = 360,000). Arf-GAP with SH3 domain, ANK repeat and PH domain-containing protein 1 (Homo sapiens), …. ASAP1-stimulated ARF1 GTP hydrolysis, GDP FP detection. inhibition, % at 16.5 µM. AID 624377, 2012; in the data active = inhibition above about 25%;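 also: 0% = vehicle with enzyme and substrate and 100% = no enzyme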
KLK7 zymogen act – proKLK7 zymogen activators, primary screen, biochemical, fluorescence intensity | AID 652039, 2013 | purified proKLK7, EDANS-DABCYL substrate fluorescence; 100% is mature enzyme control, 0% vehicle | actives 0.9% (n = 370,000) | Kallikrein-7 (Homo sapiens), P49862 | activation, % at 7 µM;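 active = activation above the mean of all tested compounds plus 3 SD, computed per campaign excluding outliers beyond control limits, cut at about 13% in these data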
Target sequence (P49862 whole entry, looked up): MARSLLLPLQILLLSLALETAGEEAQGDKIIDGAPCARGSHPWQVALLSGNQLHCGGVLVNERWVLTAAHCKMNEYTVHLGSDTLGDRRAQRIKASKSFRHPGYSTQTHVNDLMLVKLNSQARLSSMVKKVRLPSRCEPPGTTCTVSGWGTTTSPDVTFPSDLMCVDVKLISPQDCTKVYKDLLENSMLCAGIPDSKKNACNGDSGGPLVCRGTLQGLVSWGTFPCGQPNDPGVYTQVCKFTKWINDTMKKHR
PLC-beta3 inh – human PLC-beta3 inhibitors, primary screen, biochemical, fluorescence; 1-phosphatidylinositol 4,5-bisphosphate phosphodiesterase beta-3 (Homo sapiens), Q01970; Purified PLC-beta3, fluorogenic substrate; inhibition, % at 12.2 µM; actives 0.18% (n = 370,000); in the data active = inhibition above about 11%;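 also: 0% = median of compound wells on plate and 100% = full blocker control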
PLCg1 inh – PLC-gamma1 enzyme inhibitors, primary screen, biochemical, fluorescence, purified enzyme; fluorogenic substrate; actives 0.84% (n = 370,000); inhibition, % at 12.2 µM; 1-phosphatidylinositol 4,5-bisphosphate phosphodiesterase gamma-1 (Homo sapiens), P19174; in the data active = inhibition above about 9.5%
DDE Tn6 FP inh – inhibitors of Tn6 peptide binding to fibrin DD(E), primary screen, biochemical, fluorescence polarization, human fibrin, Tn6 probe | AID 720509, 2013 | Fibrinogen beta chain (Homo sapiens), P02675 | Fibrin DD(E) TRITC-Tn6 fluorescence polarization displacement | inhibition, % at 8.3 µM | actives 0.21% (n = 370,000);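 active = inhibition above a per-campaign cutoff: mean of compounds within control limits plus 3 SD, cut at about 15% in these data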;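 also: 0% = median of all compound wells on the plate and 100% = blocking peptide control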
ARFGAP1 inh – inhibitors of rat ARFGAP1 GAP activity, primary screen, biochemical, fluorescence polarization, GDP tracer | ADP-ribosylation factor GTPase-activating protein 1 (Rattus norvegicus), Q62848 | Arfgap1-stimulated ARF1 GTP hydrolysis, GDP FP detection | inhibition, % at 16.5 µM | actives 0.26% (n = 360,000) | AID 651572, 2012;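 active = inhibition above a per-plate limit, mean inhibition of low control wells plus 3 SD, cut at about 25% in these data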;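 also: 0% = DMSO wells with enzyme and 100% = wells lacking Arfgap1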
Target sequence (Q62848 1-136 limits assumed): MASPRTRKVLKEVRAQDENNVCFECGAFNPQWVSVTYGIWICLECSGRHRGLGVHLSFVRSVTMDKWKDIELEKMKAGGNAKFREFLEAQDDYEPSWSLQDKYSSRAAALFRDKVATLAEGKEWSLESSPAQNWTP
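System: truncated rat Arfgap1 GAP domain / Medium: HEPES-based buffer, pH 7.5 / Also added: N-terminally truncated human ARF1-GTP substrate / Incubation: enzyme reaction 120 min at 25 °C after 20 min preincubation / Measured by: FP of antibody-bound GDP Alexa 633 tracer, ex 620/em 688 nm / Replicates: singlicate, each compound tested once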
HGIII-sPLA2 inh – human group III sPLA2 inhibitors, primary screen, biochemical, QFRET, BODIPY PC-A2 liposome substrate; QFRET BODIPY PC-A2 liposome hydrolysis, fluorescence; inhibition, % at 12.2 µM; actives 0.56% (n = 370,000); Group 3 secretory phospholipase A2 (Homo sapiens), Q9NZ20;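 active = inhibition above mean plus 3 SD of compounds lying within the high and low control bounds, cut at about 19% in these data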;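 also: 0% = median of test compound wells and 100% = no enzyme DMSO wells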
UHRF1 MBD2 ctr – UHRF1 methylated DNA binding inhibitors, primary screen, counter-screen for MBD2 inhibitor project, biochemical, TR-FRET, human UHRF1, single concentration | E3 ubiquitin-protein ligase UHRF1 (Homo sapiens), Q96T88 | UHRF1 binding to methylated oligo | inhibition, % at 4.4 µM | actives 0.75% (n = 370,000); in the data active = inhibition above about 21%;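 also: UHRF1 SRA domain binding a hemimethylated CpG hairpin DNA probe; 0% = median of test compound wells and 100% = reference inhibitor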
The depositor's hits bear a star; · = not tested or not shown.

Value order – NR1D1 modulator	Tn7 DDE FP	ASAP1 GAP inh	KLK7 zymogen act	PLC-beta3 inh	PLCg1 inh	DDE Tn6 FP inh	ARFGAP1 inh	HGIII-sPLA2 inh	UHRF1 MBD2 ctr
> CSCCC1NC(=O)N(CC(=O)Nc2ccc(-c3ccccc3)cc2)C1=O (stereo not drawn)
→ -6.3	5.3	-0.6	0.3	-6.8	0.5	7.8	-5.7	-20.9	2.2
> CC(=O)c1sc(NS(=O)(=O)c2ccc(C)cc2)nc1-c1ccccc1
→ -2.2	0.0	2.6	0.0	-26.3	-13.6	2.3	7.6	-31.4	-0.7
> Cc1cc(NC(=O)CCC(=O)N(c2ccc(C)c(F)c2)C(C(=O)NC2CCCC2)c2ccco2)no1 (stereo not drawn)
→ 0.4	-2.7	12.6	0.0	-5.4	3.1	4.6	-4.0	-4.8	2.2
> COC(=O)c1ccccc1-n1cc(COC(=O)NCCc2ccccc2)nn1
→ 0.0	4.5	·	-0.7	-1.2	-14.2	-1.8	·	6.9	0.8
> COc1ccc(-c2cc(C3CCN(c4ncccc4[N+](=O)[O-])CC3)[nH]n2)cc1
→ -4.2	-5.5	14.8	0.2	3.1	9.1	-9.8	12.3	-34.2	1.8
> CCOc1cccc(N2CCN(CCNC(=O)Nc3ccc(C)cc3)CC2)c1C
→ 0.3	-0.4	2.6	0.1	4.0	-0.1	5.5	-2.2	-2.9	-0.4
> Nn1c(SCc2cn3ccccc3n2)nnc1-c1ccncc1
→ -1.5	-11.8	-6.1	-0.5	-0.8	4.2	8.5	9.9	-0.7	0.3
> c1ccc(C[C@H]2CN=C(Nc3ccccc3)N2CC2CCC2)cc1
→ 0.9	-3.0	1.0	0.9	0.5	-1.4	0.9	-10.8	3.9	-4.3
> Cc1ccc(NC(=S)Nc2ccc(F)cc2)c(C)c1
→ -1.4	-0.5	8.2	-0.1	0.4	6.0	-3.0	-5.9	2.1	3.9
> CCOC(=O)c1cc2occc2n1CC(=O)NCCOC
→ -5.2	-0.9	-5.2	0.8	-4.3	-2.1	-5.7	-3.3	-1.3	-1.5
> O=C(/C=C/C=C/c1ccccc1)c1ccco1
→ 4.0	2.0	-3.3	0.9	-19.5	-10.6	0.0	18.1	4.2	2.5
> CN(CC(=O)Nc1ccccc1Br)C(=O)c1cc([N+](=O)[O-])ccc1N1CCOCC1
→ 2.5	-12.2	-1.7	0.4	3.8	2.6	-4.1	-3.1	0.1	2.6
> Cc1ccc(OCC(=O)NNC(=O)[C@@H]2CCCC[C@@H]2C(=O)O)c(Br)c1
→ 0.6	-1.1	7.8	-0.3	-3.9	-0.8	-2.0	-11.2	-5.5	0.1
> O=c1[nH]c(C2C3CC4CC(C3)CC2C4)nc2ccccc12 (stereo not drawn)
→ 5.0	-1.9	-0.2	-0.3	2.0	1.0	5.7	9.3	-0.6	-2.1
> CCC1CCCCN1CCCNC(=O)c1cc2c(=O)[nH]c3ccccc3c2n1C (stereo not drawn)
→ 1.6	-0.2	-0.3	0.7	-0.7	-5.1	-4.3	6.4	-6.2	0.5
> CC1Cc2[nH]c(=S)[nH]c(=O)c2C(C(C)C)O1 (stereo not drawn)
→ -5.6	1.6	6.0	0.0	-4.1	-3.9	3.4	-7.8	19.2	-1.2
> CC(NC(=O)c1ccccc1F)C1CC1 (stereo not drawn)
→ 4.1	2.0	-8.0	0.4	2.9	3.5	-6.0	2.1	6.0	2.3
> COCCCN(C(=O)CCOc1ccccc1C)c1c(N)n(Cc2ccccc2)c(=O)[nH]c1=O
→ 0.6	-0.8	-9.8	0.1	-7.8	-3.2	-5.1	-0.7	-2.5	0.7
> O=C1C(c2ccccc2)C(c2ccccc2)NC(c2ccccc2)C1c1ccccc1 (stereo not drawn)
→ -4.3	4.3	-1.6	-0.1	0.3	0.6	2.4	17.4	-6.8	-2.2
> Cc1cccc(NC(=O)C(C)Oc2ccccc2C)n1 (stereo not drawn)
→ 0.0	-3.2	1.2	0.2	0.1	3.5	-7.9	15.8	-0.7	1.1
> COc1cc(-c2nc3ccc4ccccc4c3c3c2CCC3)cc(OC)c1O
→ 4.0	0.3	9.4	0.1	-145.1	-125.4	-3.3	-3.0	-33.0	3.4
> Cc1cccc(C)c1NC(=O)C1(C)CCC(=O)N1CCc1c[nH]c2ccccc12 (stereo not drawn)
→ 0.5	2.6	-6.2	0.8	1.3	-0.7	0.5	-3.7	-22.9	-1.5
> S=c1[nH]nc(Nc2cccc(Cl)c2)s1
→ -1.0	1.9	-6.9	-0.4	-0.6	-0.2	2.0	-8.1	10.4	1.2
> O=C(CCN1C(=O)COc2ccccc21)NCc1cccs1
→ -5.1	3.7	7.6	0.4	0.0	-0.8	3.8	-7.0	0.5	5.6
> Cc1ccc(NC(=O)c2cccs2)cc1S(=O)(=O)N(C)C
→ 0.3	-5.0	-3.7	0.0	0.6	-2.1	3.7	0.1	-6.0	-2.5
> CCn1c(=O)cc(OCC(=O)NCCCN2CCCC2=O)c2ccccc21
→ -7.5	4.3	4.8	-0.6	-41.7	-20.1	-4.4	2.6	6.4	2.3
> Fc1ccccc1N1CCN(c2cnc3ccccc3n2)CC1
→ -7.3	0.7	-4.0	0.0	-24.1	-18.1	0.5	12.7	1.0	-2.9
> CCOc1cc(C=O)cc(Br)c1OCC(=O)NCCc1ccccc1
→ 0.4	-10.0	6.6	-0.4	-0.6	0.3	-0.2	-2.7	0.7	1.9
> COc1cc(C(=O)Nc2nnc(C)s2)cc(OC)c1OC
→ -1.5	-0.3	-9.5	-0.5	-1.8	-0.3	-3.1	4.3	2.6	-0.4
> COc1ccc2nc(NC(=O)C3CCN(C(=O)c4ccc(F)cc4)CC3)sc2c1
→ 5.1	0.3	5.0	0.3	-13.9	-8.3	-6.2	-10.3	-10.8	1.6
> CCOC(=O)C1(C)CCN1C(=O)COc1ccccc1 (stereo not drawn)
→ 1.9	-0.1	-6.9	-0.3	1.5	-0.5	6.0	0.7	6.6	-0.9
> O=C(CCS(=O)(=O)c1cccc2nonc12)NC1CCCCCC1
→ 0.7	1.1	-7.9	-0.7	-1.8	-0.4	-0.6	-2.2	1.7	6.0
> Cc1ccc(Cl)cc1N1CCN(C(=O)CNC(=O)c2ccc(Br)o2)CC1
→ 8.9	0.8	-1.9	-0.1	-12.0	-5.0	0.7	-0.5	9.2	1.1
> CC(C)n1ncc2c(C(=O)N3CCN(Cc4cccs4)CC3)cc(C3CC3)nc21
→ 0.8	-6.8	0.4	0.3	-13.3	-4.2	2.6	-8.8	2.1	1.9
> Cc1cc(C)c2sc(NC(=O)c3ccc(N4C(=O)CCC4=O)cc3)nc2c1
→ 9.0	-1.3	6.7	0.2	-30.7	-9.1	-0.7	-2.2	-10.7	-2.9
> CC1(C)Cc2c(sc3[nH]c(=S)[nH]c(=O)c23)CO1
→ -5.0	4.2	0.0	0.0	-7.4	4.2	1.7	-0.1	4.5	3.8
> CC(C)n1nnnc1C1c2ccccc2C(=O)N1Cc1ccccc1 (stereo not drawn)
→ 2.3	-3.8	1.2	-0.2	-0.2	-1.2	12.7	-9.6	11.7	3.5
> c1ccc(N/N=C(\Cc2nc3ccccc3[nH]2)c2ccccc2)cc1
→ 1.1	2.3	5.2	-1.0	-82.6	-72.2	-4.0	5.9	-4.0	-2.9
> CCCCNC(=S)N1CCN(C)CC1
→ 0.3	-4.6	-14.2	-0.1	3.8	0.0	2.3	2.3	8.0	-1.2
> COc1cc(Cn2c3ccc(NC(=O)CCc4ccccc4)cc3c(=O)n2C)ccc1F
→ -1.7	1.0	-1.7	9.9	-253.8	-199.8	1.3	5.4	-2.5	0.5
> Cc1cc(NC(=O)COc2ccccc2C)ccc1NC(=O)c1ccco1
→ -3.7	0.9	2.1	0.8	-1.5	2.6	-5.5	16.1	3.1	3.2
> Cc1cc(C)cc(C(=O)N2CCC(C(N)=O)CC2)c1
→ -3.5	0.2	8.2	0.8	2.2	7.1	-3.8	7.3	-1.0	1.3
> Cc1ccc(S(=O)(=O)CCC(=O)Nc2cccc([N+](=O)[O-])c2)cc1
→ -0.3	0.2	9.2	0.1	-1.9	1.0	-12.3	7.5	2.6	6.7
> Cc1cc(F)ccc1NC(=O)C1CCCO1 (stereo not drawn)
→ 1.0	-8.8	-0.4	-0.2	-4.0	3.5	-5.5	6.8	4.0	-0.4
> O=C(O)c1cccc(-c2ccc(/C=c3/sc4nc5ccccc5n4c3=O)o2)c1
→ 4.1	-0.5	7.0	-0.8	-12.7	18.1*	-1.5	-9.5	-1.8	80.8*
> CC(NC(=O)c1ccncc1)C(C)(C)C (stereo not drawn)
→ 1.7	-4.2	-1.8	0.2	1.0	-4.0	-3.9	-9.6	0.0	1.2
> O=C(COC(=O)c1cccnc1Cl)NCC1CCCO1 (stereo not drawn)
→ -3.9	-4.1	11.4	-0.2	1.5	-2.2	2.9	6.0	2.3	-0.3
> O=C(NC(c1ccccc1)c1ccc2ccccc2n1)C1CCN(Cc2ccc(Oc3ccccc3)cc2)CC1 (stereo not drawn)
→ -2.4	-2.8	15.2	0.8	-1.0	-0.7	-6.3	0.7	-18.5	-4.0
> Nc1ncnc2c1ncn2[C@@H]1O[C@H](CNC(=O)OC[C@@H](N)Cc2ccccc2)[C@@H](O)[C@H]1O
→ -3.5	0.1	0.5	-0.1	1.0	2.4	-0.9	-7.9	0.1	-0.2
> C=CCn1c(-c2csc(-c3ccccc3)n2)n[nH]c1=S
→ 1.4	-4.7	-6.5	0.1	-1.4	8.5	-2.7	6.2	17.6	-0.1
> COC(=O)CCC(=O)OC1(C)C(=O)C=C2C=C(C3CC3)N(c3ccccc3)C=C2C1=O (stereo not drawn)
→ -5.0	8.5	-2.5	1.6	-72.2	-42.5	3.9	-6.7	3.9	-3.9
